GLP-1R inv ag: qHTS of GLP-1 Receptor Inverse Agonists (Inhibition Mode). Glucagon-like peptide 1 receptor (Homo sapiens), P43220. actives 1.6% (n = 410,000). Potency, µM (titrated, usually from 38.3 µM), without a hit: top-dose activity change, negative = inhibition, most hits filed as inhibitors. HEK293 GLP-1R CRE-luciferase, luminescence, 24 h; GLP-1R form is constitutively active; also: potency is read from the fitted curve at half-maximal effect; % is scaled to controls: 0 for no effect and ±100 for the full control effect; nearly all actives have a fitted effect of over 55% in size
Target sequence (P43220 whole entry, looked up): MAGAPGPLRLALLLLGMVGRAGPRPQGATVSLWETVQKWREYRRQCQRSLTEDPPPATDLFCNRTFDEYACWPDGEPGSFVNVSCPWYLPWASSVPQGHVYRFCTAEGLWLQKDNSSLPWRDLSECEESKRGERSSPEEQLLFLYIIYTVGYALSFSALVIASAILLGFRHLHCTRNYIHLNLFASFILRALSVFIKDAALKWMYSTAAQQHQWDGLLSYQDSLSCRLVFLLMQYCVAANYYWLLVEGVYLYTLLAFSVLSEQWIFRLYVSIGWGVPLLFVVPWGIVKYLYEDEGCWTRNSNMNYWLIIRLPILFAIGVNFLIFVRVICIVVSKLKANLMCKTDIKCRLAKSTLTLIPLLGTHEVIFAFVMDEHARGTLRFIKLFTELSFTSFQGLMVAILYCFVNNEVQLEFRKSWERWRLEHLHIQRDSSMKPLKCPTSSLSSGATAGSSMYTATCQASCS
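GLP-1R inverse agonism mode: basal reporter luminescence in engineered HEK293 cells measured after one day of compound exposure at 37 deg C, with a 12 min room-temperature detection step.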
aSyn yeast inh: qHTS of alpha-syn Inhibitors; Potency, µM (highest dose often 46.1 µM), for the others: at the highest dose growth rescue (activation), usual class: activators; Yeast expressing alpha-synuclein, growth rescue, BacTiter-Glo, 24 h; actives 0.14% (n = 370,000); also: potency is read from the fitted curve at half-maximal effect; % of control where 0% means no effect; nearly all actives have a fitted effect of over 65% in size
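Galactose-induced alpha-syn yeast (OD600=0.02, raffinose-pregrown) + pinned cpd, 24 hr, 30 deg C; growth by BacTiter-Glo luminescence. Growth restoration scores as activation.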
PTHR1 ag: qHTS for PTHR1 Agonists: Primary Screen; Parathyroid hormone/parathyroid hormone-related peptide receptor (Homo sapiens), Q03431; HEK293 GP2 PTHR1 cells, GloSensor cAMP luminescence, 1 h; Potency, µM (series often up to 115 µM), for the others: top-dose activation, most hits filed as activators; actives 0.075% (n = 410,000); AID 743266, 2014; also: potency is read from the fitted curve at half-maximal effect; nearly all actives have a fitted effect of over 55% in size; some results filed as inactive show a strong effect at the top dose; inactives centre near -15; many of its hits are not listed in these tables
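HEK-293-derived GP2 cells expressing PTHR1 and a GloSensor cAMP reporter, 3,000/well, plated overnight, given luciferin plus IBMX (each 0.5 mM as added) for 1 h at 37 °C, then compound for 1 h at 37 °C. Luminescence was read after 15 min at room temperature.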
FUS suppressor: qHTS for Suppressors of FUS Proteinopathy: Primary screen using FUS-linked yeast assay; Potency, µM (top dose mostly 76.6 µM), for inactives: at the top dose growth rescue (activation), usual class: activators; actives 0.24% (n = 390,000); S. cerevisiae FUS-expressing, growth rescue, OD600, 24 h; AID 1347120, 2019;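 also: potency is read from the fitted curve at half-maximal effect; plate controls were DMSO vehicle for no effect and reference control for full effect; nearly all actives have a fitted effect of over 55% in size; some results filed as inactive show a strong effect at the top dose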
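Absorbance at 600 nm, taken 24hr after compound addition, measured rescue of FUS-yeast growth at 30C. Induction used 2% galactose with seeding at OD 0.005. Controls: CP55940 from 92uM final, DMSO only.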
D3 antag: qHTS of D3 Dopamine Receptor Antagonist: qHTS; D3R cells, DiscoveRx beta-arrestin luminescence, antagonist mode; active compounds read low; D(3) dopamine receptor (Homo sapiens), P35462; actives 2.5% (n = 360,000); AID 652054, 2013; max response, negative = inhibition, %; in the data active = max response below about -50%; inconclusive = no clear call, values can overlap the other calls; also: % is scaled to controls: 0 for no effect and ±100 for the full control effect; mostly tested at two doses, the higher about 12 µM
Target sequence (P35462 whole entry, looked up): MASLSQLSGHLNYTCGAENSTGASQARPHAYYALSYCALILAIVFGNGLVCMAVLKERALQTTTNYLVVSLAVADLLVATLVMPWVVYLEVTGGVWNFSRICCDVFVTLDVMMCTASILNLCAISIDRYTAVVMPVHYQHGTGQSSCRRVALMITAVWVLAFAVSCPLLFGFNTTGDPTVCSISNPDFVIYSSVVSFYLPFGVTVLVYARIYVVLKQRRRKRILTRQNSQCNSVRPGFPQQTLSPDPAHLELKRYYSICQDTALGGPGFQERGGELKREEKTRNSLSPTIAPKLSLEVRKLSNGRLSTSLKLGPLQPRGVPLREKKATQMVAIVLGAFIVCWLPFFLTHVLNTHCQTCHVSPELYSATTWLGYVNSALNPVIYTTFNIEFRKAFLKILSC
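Cells plated overnight at 1500 cells/well, then exposed to library compounds with dopamine controls for 90 minutes at 37 degrees C. DiscoveRx reagent added for 30–60 minutes at room temperature; luminescence read, quantitative HTS format.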
Akt phos inh: HTS Assay for Inhibitors of Akt Phophorylation: Primary Screen | Neuro2A IGF-stimulated pAkt S473 HTRF, 20 min; active compounds read low | activity change, % for hits at 50 µM | AID 651550, 2012 | actives 0.32% (n = 360,000); in the data active = activity change below about -80%; inconclusive = mostly about -51% to -80%; also: % is scaled to controls: 0 for no effect and ±100 for the full control effect
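Neuro2A cells in DMEM with 0.5% FBS, overnight at 37 deg C, given compound at single 50 µM final, then IGF (6 nM final) for 20 min at 37 deg C. Lysed; phospho-Akt Ser473 by HTRF after 24 h, 665/615 ratio.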
Abeta rescue: qHTS for compounds that reverse cellular toxicity of Amyloid beta (A-beta) peptide in yeast: Primary Screen | Potency, µM (series often up to 46.1 µM), for the others: at the highest dose growth rescue, usual class: activators | actives 0.063% (n = 410,000) | yeast expressing A-beta42, growth rescue, OD600, 48 h; response scale: 0% DMSO, 100% iron-clioquinol control | AID 1347071, 2019; also: potency is read from the fitted curve at half-maximal effect; nearly all actives have a fitted effect of over 55% in size
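Growth rescue measured by 600 nm absorbance after 48 h yeast culture at 30 C with compound. Values normalized between DMSO and an equimolar ferric chloride plus clioquinol control.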
GLP-1R agonist: qHTS of GLP-1 Receptor Agonists; HEK293 GLP-1R CRE-luciferase, luminescence, 4-6 h; cells express a hypersensitive GLP-1R form; Potency, µM (highest dose often 45.6 µM), for inactives: at the top dose activation, hits mostly activators; actives 0.007% (n = 380,000); AID 624172, 2012; also: potency is read from the fitted curve at half-maximal effect; % of control where 0% means no effect
TDP43 rescue: qHTS of TDP-43 Inhibitors | actives 1.8% (n = 410,000) | TDP-43 expressing yeast growth rescue, BacTiter-Glo, 24 h | Potency, µM (top dose mostly 46.1 µM), for the others: top-dose growth rescue (activation), hits mostly activators; also: potency is read from the fitted curve at half-maximal effect; % of control where 0% means no effect; nearly all actives have a fitted effect of over 50% in size
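Yeast expressing TDP-43 (pregrown in raffinose, seeded at OD600=0.02 in galactose medium) exposed to compounds 24 hr at 30 deg C. Growth read by BacTiter-Glo luminescence; rescue of toxicity appears as increased signal.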
An asterisk follows results filed as active; i = inactive; ? = inconclusive; · = not tested or not shown; [ ] = dose if it differs, or a comment. Unless noted, calls follow the shape of the dose curve; as a rule, active = well fitted curve in the direction sought with a large enough effect; inconclusive = small, poorly fitted or top-dose-only effect, or another doubt; inactive = no such curve, though single readings can be large; an effect the other way counts as inactive or inconclusive.

item | SMILES | PTHR1 ag | GLP-1R agonist | GLP-1R inv ag | TDP43 rescue | D3 antag | Akt phos inh | aSyn yeast inh | Abeta rescue | FUS suppressor
1 | Cc1ccc(C(=O)Nc2cccnc2Cl)cc1Cl | -26% | 6% | 18% | ? | -11 | i | -1% | 5% | -5%
2 | O=C(CCOc1ccccc1)Nc1ccnn1C1CCN(Cc2ccc(CO)o2)CC1 | i | 0% | 41%[activator] | 5% | -5 | i | -5% | 0% | 12%
3 | Clc1cc2c(cc1/C=N/Nc1nc(N3CCOCC3)nc(N3CCOCC3)n1)OCO2 | i | 26% | 10% | -15%[0.397 µM] | -4 | i | -11% | 14% | 20%
4 | Cn1c2ccccc2c2nnc(SCCN3CCOCC3)nc21 | -19% | 0% | 144%[activator] | 8% | 20 | i | -11% | -5% | -17%
5 | Cc1cccc(NC(=O)c2cccc(C(F)(F)F)c2)c1 | -7% | 8% | ? | 12% | -5 | i | -2% | 25% | -25%
6 | CC(NC(=O)C1CCN(C(=O)Nc2ccccc2)CC1)c1ccccc1 (configuration not stated) | -23% | -1% | 21% | -18% | 3 | i | -1% | -10% | 6%
7 | Cn1c(C2CC(=O)N(Cc3ccccc3)C2)nc2ccccc21 (configuration not stated) | -12% | 1% | 23% | 0% | 12 | i | 1% | 3% | -20%
8 | Cc1ccc(SCc2[nH]nc3c2C2(C(=O)N(C)c4ccccc42)C(C#N)=C(N)O3)cc1 (configuration not stated) | -3%[57.5 µM] | 1% | ? | -7% | -7 | i | -6% | -11% | -24%
9 | Cn1c(=NC(=O)c2ccc(F)cc2)sc2cc(Br)ccc21 | i | · | 10% | -6% | · | · | · | -11% | -12%
10 | COc1cc([N+](=O)[O-])ccc1NC(=O)NNC(=O)CCc1ccccc1 | -18% | 4% | ? | 9% | 9 | i | 2% | -6% | 5%
11 | CCCCOc1cccc(C2c3c(oc4ccccc4c3=O)C(=O)N2c2ccccn2)c1 (configuration not stated) | i | · | 12% | 20% | · | · | · | 1% | -23%
12 | O=C(Cn1cc(SCc2ccc(F)cc2)c2ccccc21)N1CCCCCC1 | -31%[inhibitor] | · | ? | 15% | · | · | · | 16% | 38%
13 | COc1ccc(N2CCN(Cc3cc(=O)oc4cc(C)c(Cl)cc34)CC2)cc1 | i | -8% | 6% | -3% | 0 | i | -8% | -1% | 25%
14 | CC(C)C(NS(=O)(=O)c1ccc2c(c1)Cc1cc(S(=O)(=O)NC(C(=O)O)C(C)C)ccc1-2)C(=O)O (configuration not stated) | 2% | 7% | 20% | -24% | -3 | i | 0% | 9% | 4%
15 | COc1cc(S(=O)(=O)NC2CCSc3ccccc32)ccc1NC(C)=O (configuration not stated) | -18% | 5% | -4% | -8% | 5 | i | 0% | -1% | 2%
16 | Fc1ccc(NC(=S)N2CCc3[nH]c4ccccc4c3C2)cc1 | i | 1% | ? | 15% | 1 | i | 3% | 5% | -1%
17 | CCN(CC)CCSc1nc2ccc(OC)cc2[nH]1 | i | -1% | -1% | -3% | -25 | i | -4% | 7% | 6%
18 | Cn1c(-c2cccc([N+](=O)[O-])c2)cnc1NCc1ccc(C#N)cc1 | -8% | -5% | -6% | 4% | 3 | i | 0% | 8% | 6%
19 | CN(c1ccc(Cl)cc1)S(=O)(=O)c1nnc(NC(=O)C(C)(C)C)s1 | -16% | -1% | -36% | -1% | 2 | i | ? | 11% | -22%
20 | O=C(N/N=C/c1ccccc1)c1sccc1OCc1ccc(F)cc1 | -36%[inhibitor][57.5 µM] | 11% | 8.9µM* | 8% | -10 | i | 1% | -3% | 16%
21 | CN(CC(=O)NCc1ccc(Cl)cc1)S(=O)(=O)c1ccc2[nH]c3c(c2c1)CCCC3 | -11% | · | ? | 4% | · | · | · | -63%[inhibitor] | ?
22 | COc1ccccc1N1CCN(S(=O)(=O)c2ccc(F)cc2)CC1 | ? | 2% | 0% | 8% | -18 | i | -1% | -26% | 30%
23 | Cc1ccc(S(=O)(=O)N2CCCCC2)cc1NC(=O)CCNC(=O)c1ccc([N+](=O)[O-])cc1 | -50%[inhibitor] | -2% | -22% | 16% | 1 | i | 3% | -11% | 3%
24 | Cc1cccc(NC(=O)CSc2nc3ccc(NC(=O)c4ccco4)cc3s2)c1 | -31%[inhibitor] | · | -19% | 13% | · | · | · | -13% | 22%
25 | CCOc1ccc(CNC(=O)CN2N=C(c3ccccc3)CCC2=O)cc1OC | 12% | · | 10% | -28% | · | · | · | -6% | 25%
26 | CC(=O)Nc1ccc(C(=O)NN2C(=O)NC3(CCCCC3)C2=O)cc1 | -44%[inhibitor] | 0% | ? | -10% | 8 | i | 2% | -2% | 10%
27 | CC1(C2CC2)NC(=O)N(CC(=O)Nc2ccc(SC(F)F)cc2)C1=O (configuration not stated) | -19% | 20% | ? | -20% | -16 | i | -1% | 2% | -5%
28 | CC(C)c1ccc(S(=O)(=O)N2CCN(C(=O)CN3C(=O)NC(C)(c4ccccc4)C3=O)CC2)cc1 (configuration not stated) | -41%[inhibitor] | -3% | ? | 21% | 3 | i | 6% | 9% | -9%
29 | COc1ccc(OC)c(NC(=O)c2cccn2-c2nnc(N3CCCCC3)s2)c1 | -1% | · | -9% | 8% | · | · | · | -3% | 35%
30 | CC(=O)c1cccc(NC(=O)C(CC(C)C)NS(=O)(=O)c2ccc3c(c2)CCN3C(C)=O)c1 (configuration not stated) | -17% | · | 13% | -7% | · | · | · | -3% | 17%
31 | CCOC(=O)C1(Cc2cccc(OC)c2)CCCN(Cc2ccc(NC(C)=O)cc2)C1 (configuration not stated) | i | 4% | -8% | 3% | -8 | i | -13% | -13% | -4%
32 | COc1cc(CCCN2CCNC[C@H]2Cc2cccc3ccccc23)cc(OC)c1OC | i | 18% | ? | 13% | 17 | i | 3% | 0% | -20%
33 | COC(=O)c1ccccc1NC(=O)CN(Cc1ccc(Cl)cc1)S(C)(=O)=O | -91%[inhibitor] | -2% | -24% | -3% | -27 | i | 0% | 3% | 27%
34 | O=c1[nH]c(CSc2nnnn2-c2ccc(Cl)cc2)nc2ccccc12 | -5% | 19% | 2% | -7% | 17 | i | -1% | 11% | 6%
35 | CC(=O)Cc1nsc(NC(=O)c2ccc(-c3cccc(Cl)c3)o2)n1 | -40%[inhibitor] | -5% | -25% | 9% | 0 | i | 7% | -6% | -23%
36 | CCOc1ccc(C(=O)Nc2nnc(SCc3cc(=O)n4ccccc4n3)s2)cc1 | i | · | 8% | 17% | · | · | · | -9% | 17%
37 | CCOC(=O)CNC(=O)N1CCCC(CNS(=O)(=O)c2cccs2)C1 (configuration not stated) | i | -1% | 9% | -6% | -5 | i | -1% | -22% | -38%
38 | COc1ccc2[nH]c(C(=O)N3CCc4ccccc4C3)c(C)c2c1 | -51%[inhibitor] | 7% | -15% | 0% | 4 | i | 11% | 3% | -21%
39 | O=c1c2[nH]c3ccccc3c2ncn1CCC1=CCCCC1 | -8% | -10% | 46%[activator] | -9% | -5 | i | -1% | 0% | -14%
40 | O=C(Nc1ccccc1Cl)NC1(C(=O)N2CCCC2)CCCCC1 | i | -11% | 5% | 5% | 0 | i | -1% | 7% | -3%
41 | N#CC1=C(N)Oc2n[nH]c(-c3cccs3)c2C1c1ccsc1 (configuration not stated) | 10%[57.5 µM] | 3% | 1% | -15% | -3 | i | 3% | 2% | 27%
42 | COc1cccc(CN(C)C(=O)c2cccc(NC(=O)CC3SC(N4CCCCC4)=NC3=O)c2)c1OC (configuration not stated) | -23% | 0% | -5% | -16% | -19 | i | -1% | 4% | ?
43 | CCCC(C(=O)NC(C)(C)C)N(C(=O)c1snc(C(N)=O)c1N)c1ccc2c(c1)OCCO2 (configuration not stated) | i | 1% | ? | -14% | -12 | i | -2% | 1% | 20%
44 | Cc1nc2nc(C)c(CCC(=O)NCCc3ccccc3)c(C)n2n1 | -34%[inhibitor] | -1% | 3% | 17% | · | · | · | 7% | -23%
45 | CC1CCC(NS(=O)(=O)c2ccc(Cl)s2)CC1 (configuration not stated) | i | 2% | ? | -6% | -1 | i | 18% | -28% | 15%
46 | Brc1c(OCCOCCn2cncn2)ccc2ccccc12 | -1%[57.5 µM] | 19% | 3% | 23% | -2 | i | 2% | -14% | 0%
47 | O=C(N/N=C/c1cccs1)c1c[nH]c2ccccc12 | -16% | 23% | 2% | 25% | 0 | i | -1% | 1% | ·
48 | Cc1ccc(SCC(=O)NC(=O)NCc2ccco2)c(C)c1 | i | 5% | -1% | 13% | -6 | i | 2% | 8% | 39%
49 | Cc1cc(C)c(NC(=S)N(C)C)c(C)c1 | -23% | 4% | 6% | 6% | 12 | i | 3% | -7% | 10%
50 | COc1ccccc1-c1cc(C(F)(F)F)nc(S(=O)(=O)CCCC(=O)NCc2ccc(F)cc2)n1 | -35%[inhibitor] | -22% | -4%[0.307 µM] | 10% | -67* | i | 5% | 9% | 14%
51 | COc1cccc(C(N)=O)c1 | -14% | -1% | 3% | 18% | 9 | i | -1% | 12% | -5%
52 | O=C1/C(=C/c2cccs2)NC(=S)N1C1CC1 | i | 0% | 1% | ? | 0 | i | -9% | -6% | ·

Printed as active in GLP-1R inv ag, of those listed so far:
No.	Structure	PTHR1 ag	GLP-1R agonist	GLP-1R inv ag	D3 antag	Akt phos inh	aSyn yeast inh
20	O=C(N/N=C/c1ccccc1)c1sccc1OCc1ccc(F)cc1	-36%[inhibitor][57.5 µM]	11%	8.9µM*	-10	i	1%

These rows are one share of the data; the hit share may differ from the screen's.
